PfHsp40 rescue: rescue of yeast from PfHsp40 toxicity, primary screen, S. cerevisiae, ATP luminescence; S. cerevisiae expressing PfHsp40, growth rescue; growth rescue, % at 12.5 µM; 340,000 tested, 0.68% active; in the data active means growth rescue above about 28%, passing the limit was not always enough; inconclusive means no clear call, values can overlap the other calls;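 further: yeast W303a lacking pdr1 and pdr3 grown in galactose medium; growth measured after three days at 30 °C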
BoNT-F LC inh: BoNT/F light chain protease inhibitors, primary screen, biochemical, flow cytometry, MLPCN library; Botulinum neurotoxin type F light chain protease (Clostridium botulinum); Multiplex microsphere protease cleavage assay; 360,000 tested, 0.22% active; inhibition, % at 10 µM; in the data active means inhibition above about 35%, passing the limit was not always enough; inconclusive means no clear call, values can overlap the other calls; further: plate controls were buffer without enzyme for full effect and enzyme alone for no effect
BioA inh: M. tuberculosis BioA enzyme inhibitors, primary screen, biochemical, plate reader, single point, HTS; AID 602481, 2012; 7,8-diaminopelargonic acid synthase BioA (Mycobacterium tuberculosis); inhibition, % at 9.99 µM; purified M. tuberculosis BioA enzyme; 360,000 tested, 0.096% active; in the data active means inhibition above about 40%; inconclusive means no clear call, values can overlap the other calls
FadD28 FP inh: inhibitors of FadD28 bisubstrate probe binding, primary screen, biochemical, fluorescence polarization, single point; inhibition, % at 12.5 µM; 360,000 tested, 0.22% active; in the data active means inhibition above about 8.5%, passing the limit was not always enough; inconclusive means no clear call, values can overlap the other calls
FBA Mtb inh: Mtb FBA enzyme inhibitors, primary screen, biochemical, fluorescence, strain H37Rv; purified M. tuberculosis FBA, fluorescence read-out; inhibition, % at 1 µM; 360,000 tested, 2.3% active; in the data active means inhibition above about 27%;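 further: 0% = vehicle and 100% = reference inhibitor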
Anthrax LF prot: Bacillus anthracis LF protease inhibitors, primary screen, biochemical, multiplex microsphere, MLPCN library; Lethal factor (Bacillus anthracis), P15917; multiplex microsphere protease cleavage assay; inhibition, % at 10 µM; 360,000 tested, 0.12% active; further: plate controls were buffer without enzyme for full effect and enzyme alone for no effect
Target sequence (P15917 whole entry, looked up): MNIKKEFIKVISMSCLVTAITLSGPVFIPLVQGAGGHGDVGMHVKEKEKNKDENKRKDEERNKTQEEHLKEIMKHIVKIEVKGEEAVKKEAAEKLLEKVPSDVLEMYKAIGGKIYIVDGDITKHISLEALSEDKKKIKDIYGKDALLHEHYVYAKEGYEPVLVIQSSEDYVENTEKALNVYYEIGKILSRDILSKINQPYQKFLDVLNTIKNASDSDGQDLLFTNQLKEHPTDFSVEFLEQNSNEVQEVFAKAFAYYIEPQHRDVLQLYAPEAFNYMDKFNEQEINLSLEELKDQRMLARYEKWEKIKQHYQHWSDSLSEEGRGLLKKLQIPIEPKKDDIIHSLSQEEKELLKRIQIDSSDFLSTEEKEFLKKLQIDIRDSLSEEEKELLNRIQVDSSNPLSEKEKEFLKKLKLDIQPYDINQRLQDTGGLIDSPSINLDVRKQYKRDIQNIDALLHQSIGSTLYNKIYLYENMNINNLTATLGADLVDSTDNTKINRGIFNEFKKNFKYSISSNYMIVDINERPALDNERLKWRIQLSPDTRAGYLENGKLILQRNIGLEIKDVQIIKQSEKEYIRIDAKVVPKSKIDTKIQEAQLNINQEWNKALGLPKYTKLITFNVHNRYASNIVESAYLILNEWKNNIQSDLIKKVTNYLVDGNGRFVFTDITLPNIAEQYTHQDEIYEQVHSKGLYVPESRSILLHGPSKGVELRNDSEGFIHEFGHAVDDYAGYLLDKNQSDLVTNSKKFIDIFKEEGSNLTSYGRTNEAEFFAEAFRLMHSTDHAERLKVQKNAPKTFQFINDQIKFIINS
Mtb UGM inh: M. tuberculosis UGM enzyme inhibitors, primary screen, biochemical, fluorescence polarization, single point; UDP-galactopyranose mutase (Mycobacterium tuberculosis (strain ATCC 25618 / H37Rv)), …; inhibition, % at 10 µM; purified UGM, fluorescence polarization probe displacement; AID 504406, 2011; 320,000 tested, 0.06% active; in the data active means inhibition above about 10%, passing the limit was not always enough; inconclusive means no clear call, values can overlap the other calls
BoNT A protease: BoNT/A light chain protease inhibitors, primary screen, biochemical, flow cytometry, MLPCN library; inhibition, % at 10 µM; multiplex microsphere protease substrate cleavage; Botulinum neurotoxin type A light chain protease (Clostridium botulinum A str. ATCC 3502); AID 588499, 2011; 360,000 tested, 0.17% active; further: plate controls were buffer without enzyme for full effect and enzyme alone for no effect
GDH-TPI counter: GDH-TPI coupling enzyme inhibitors, primary screen, artefact control for M. tuberculosis FBA inhibitor project, biochemical, absorbance, full deck; inhibition, % at 4.8 µM; 360,000 tested, 1.2% active; AID 588335, 2011; GDH-TPI coupled enzyme counterscreen, NADH absorbance; in the data active means inhibition above about 30%;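 further: 0% = DMSO wells and 100% = wells lacking the enzyme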
Numbers without * were called inactive; ? = inconclusive; . = no result given; & = joins results of further samples. Unless noted, no stated cut-off is given here; in the data, active means inhibition above about 30%; inconclusive means no clear call, values can overlap the other calls; inactive means below that.

canonical_smiles | Anthrax LF prot | Mtb UGM inh | GDH-TPI counter | FBA Mtb inh | BoNT A protease | PfHsp40 rescue | BoNT-F LC inh | BioA inh | FadD28 FP inh
O=C(O)C1CSC2(c3ccc(Br)cc3)CCC(=O)N12 (configuration not stated) | 1 | 3.0 | -1 | -2 | -0.4 | -0.1 | 0 | . | -0.3
Cc1ccc(Cc2c(-c3ccc(Cl)cc3)nc3cc(C)ccn23)cc1 | 1 | . | 18 | 10 | 0.1 | . | 2 | -1.2 | -2.1
CC(=O)C1=C(C)NC(=O)NC1c1ccccc1 (configuration not stated) | -1 | -0.5 | -1 | -1 | 1.1 | 0.0 | 3 | -0.6 | -3.6
CC1(C)Cc2ccccc2-c2nnc(SCC(=O)Nc3ccc4c(c3)OCO4)n21 | 9 | 0.4 | -11 | -1 | -0.5 | 0.8 | -5 | -0.3 | -3.6
COC(=O)c1cc(F)c(-n2cncn2)c(F)c1 | 2 | -2.4 | 4 | -5 | ? | 0.1 | -3 | -0.5 | -2.1
COc1ccc(CCNC(=O)CNC(=O)c2ccco2)cc1 | 0 | 1.2 | -5 | 2 | -1.1 | -0.4 | -5 | -1.5 | -0.3
Cc1ccccc1N1CCN(S(=O)(=O)c2cccs2)CC1 | 1 | 1.8 | -11 | -1 | 1.5 | -0.4 | -8 | 1.5 | 0.0
CCOC(=O)c1c(-c2ccccc2)nc2ccccn12 | 1 | 2.4 | 1 | 0 | ? | -0.3 | -1 | 0.8 | -0.5
CC(C)N(C(=O)[C@H]1CC(CC(=O)NCCN2CCOCC2)C(=O)N2CCc3c([nH]c4ccccc34)[C@]12C)C(C)C (some centres not stated) | -2 | 0.3 | -4 | 1 | -0.3 | -1.0 | -8 | -4.1 | -2.3
O=C(CCCSc1ccccc1)Nc1nc(-c2ccccn2)cs1 | 0 | 0.0 | -4 | -1 | -0.2 | ? | -9 | -0.6 | -3.3

Some of these compounds in order of SMILES length, low to high:
canonical_smiles | Anthrax LF prot | Mtb UGM inh | GDH-TPI counter | FBA Mtb inh | BoNT A protease | PfHsp40 rescue | BoNT-F LC inh | BioA inh | FadD28 FP inh
CC(=O)C1=C(C)NC(=O)NC1c1ccccc1 (configuration not stated) | -1 | -0.5 | -1 | -1 | 1.1 | 0.0 | 3 | -0.6 | -3.6
COC(=O)c1cc(F)c(-n2cncn2)c(F)c1 | 2 | -2.4 | 4 | -5 | ? | 0.1 | -3 | -0.5 | -2.1
Cc1ccccc1N1CCN(S(=O)(=O)c2cccs2)CC1 | 1 | 1.8 | -11 | -1 | 1.5 | -0.4 | -8 | 1.5 | 0.0

(list continues)
canonical_smiles | Anthrax LF prot | Mtb UGM inh | GDH-TPI counter | FBA Mtb inh | BoNT A protease | PfHsp40 rescue | BoNT-F LC inh | BioA inh | FadD28 FP inh
Nc1c(C(=O)c2ccccc2)oc2ccc(Br)cc12 | -4 | 2.5 | 8 | 4 | -0.8 | 0.6 | -3 | -1.8 | -2.8
O=C(O)CCCCCNC(=O)c1cccc(Br)c1 | -2 | -1.2 | -8 | 3 | -1.2 | -0.8 | -10 | -1.1 | -4.0
Cc1cc(C)c(C#N)c(SCC(=O)Nc2ccc3c(c2)OCO3)n1 | -2 | -1.5 | 0 | 2 | 0.1 | -2.0 | -3 | 1.1 | -1.6
Cc1cccn2cc(CNS(=O)(=O)c3ccc4ccccc4c3)nc12 | 1 | -1.7 | 2 | 0 | 0.2 | 5.3 | -10 | -1.4 | -1.5
COc1ccc(Cl)cc1NC(=O)CSc1nnc(C)c(=O)n1N | -1 | 1.0 | -10 | 0 | -2.0 | -1.0 | -8 | 0.1 | -3.5
CCOC(=O)c1nc2ccccc2c(=O)[nH]1 | 0 | -0.7 | 8 | 1 | -0.5 | 0.2 | -1 | -0.4 | -0.3
C/C(=N\NC(=O)C1CCCC1)c1ccc(Cl)c(Cl)c1 | 2 | 0.8 | 10 | 3 | -1.0 | -0.8 | 2 | -2.9 | -2.3
CC1CCCN(C(=O)COC(=O)COc2ccc(C#N)cc2)C1 (configuration not stated) | 3 | -0.8 | 1 | 2 | -4.1 | -0.4 | -10 | -1.1 | -1.0
Cc1ccc(C(=O)NC2(C(Cl)Cl)N=C(c3ccccc3)N=C2N)cc1 (configuration not stated) | -2 | 0.4 | 7 | 4 | -1.1 | -0.2 | -2 | . | -1.8
CC(=O)/C(=N/Nc1ccccc1C)N1CCOCC1 | -4 | -4.5 | -1 | -3 | 0.7 | -0.8 | -13 | -1.0 | -0.6
COc1ccc(NC(=O)CN2C(=O)c3cccc4cccc2c34)c(OC)c1 | 1 | -0.2 | -1 | 0 | -2.2 | -1.2 | -14 | 1.1 | -1.3
CCOc1ccc(CN2C(=O)c3ccccc3C2=O)cc1C(=O)NC1CC(C)(C)NC(C)(C)C1 | 2 | -0.8 | 4 | -1 | -0.2 | 1.8 | -10 | 1.0 | -13
COc1cc(/C=C2\SC(=S)N(CCC(=O)N3CCN(C)CC3)C2=O)cc(OC)c1OC | 2 | -1.1 | 3 | 0 | 0.9 | 0.6 | 4 | 1.3 | -1.8
CCC(O)c1c(-c2ccccc2)nn(C)c1Cl (configuration not stated) | -2 | 3.6 | 2 | 1 | -0.4 | 1.0 | 2 | . | 0.4
CCC[C@H]1CN(c2ccc(Br)cc2)C(=O)[C@@H]1CC(=O)Nc1ccc(OC)cc1 | -5 | . | -12 | 3 | -0.7 | . | -8 | 2.0 | 1.2
Cc1nc2c(C)cccn2c1/C(O)=C1\C(=O)C(=O)N(CCN2CCOCC2)C1c1cccs1 (configuration not stated) | -12 | -1.7 | 7 | 2 | 0.9 | -1.6 | 9 | 0.8 | -0.3
COC(=O)c1ncccc1SC | -1 | 1.2 | 4 | 0 | 0.0 | 0.5 | -3 | -1.3 | -0.5
CCOc1ccc(/C=N/n2c(COc3ccccc3)n[nH]c2=S)cc1OC | 7 | -0.2 | 10 | -2 | -2.2 | -1.7 | 24 | 0.4 | -3.6
CCCN(CCC)C(=O)Cn1c(=O)c2sccc2n2c(=S)sc(-c3ccccc3)c12 | -5 | 0.0 | -3 | 0 | 1.7 | -0.7 | -8 | -0.3 | -2.8
COc1ccc(N=C/C=C2\C=C(c3ccccc3)OC(C)(C)O2)cc1 | 6 | -0.8 | 22 | -11 | 1.0 | -1.0 | -11 | . | -4.4
CC(C)N1C(=O)/C(=C/C=C/c2ccco2)C(=O)N(Cc2ccco2)C1=O | -2 | -2.2 | 4 | -3 | -0.5 | 0.2 | -17 | -3.1 | -0.8
CCCS(=O)(=O)N1CCN=C1SCc1cccc2ccccc12 | -2 | -0.2 | -8 | -1 | 0.1 | -1.5 | -6 | . | -3.2
Cc1cc2c(ncn2C(C)C)c(N)c1C | 0 | -0.4 | -4 | 1 | -0.4 | -0.7 | -1 | 0.9 | -1.0
Cc1cc(NC(=O)CCN2C(=O)/C(=C/c3ccccc3Cl)SC2=S)no1 | 0 | -2.5 | 8 | 0 | -0.5 | -0.6 | -2 | . | -0.8
Cc1ccc2c(C)nc(/N=C(\N)NC(=O)N3c4ccccc4Sc4ccccc43)nc2c1 | -1&-1 | -3.8 | 6&4 | 1&0 | 0.1&-0.3 | 0.2&0.2 | -2&-5 | 0.6 | -2.2&-1.4
Clc1ccc(OCc2nc(-c3ccc(Br)o3)no2)cc1 | -3 | 6.5 | 16 | 4 | -0.7 | -1.2 | -1 | -0.9 | 1.9
COc1cccc(C2CC(=O)NC(SC)=C2C#N)c1 (configuration not stated) | -5 | 1.4 | -2 | -1 | -0.3 | -1.1 | -9 | 0.4 | -0.5
CN(C)CCN(Cc1cc2cc3c(cc2nc1Cl)OCO3)C(=O)c1ccco1 | -1 | 1.2 | 2 | -3 | 0.0 | 0.1 | 0 | -0.6 | -4.2
CN(C)c1ccc(/C=N\Nc2ccccn2)cc1 | -10 | 1.2 | 76* | 2 | -1.8 | 4.9 | -4 | -1.8 | -1.4
COC(=O)C1=C(c2ccc(F)cc2OCc2ccccc2)C[C@@H]2CC[C@H]1N2C(=O)NCc1ccc(Cl)cc1 | -4 | -1.7 | 7 | -1 | 0.2 | 5.7 | -8 | 0.1 | -3.3
Cc1ccc(NC(=O)c2ccc(Cl)c(S(=O)(=O)NCC3CCCO3)c2)c(O)c1 (configuration not stated) | . | 0.5 | 7 | 2 | . | -0.8 | . | -1.5 | -0.1
CC(=O)Nc1ccc(C(=O)Nc2ccc(S(=O)(=O)NCC3CCCO3)cc2)cc1 (configuration not stated) | -6 | 0.1 | 12 | 1 | 4.0 | 0.9 | 7 | -1.4 | 1.7
CCOc1cc(/C=C2/NC(=O)NC2=O)cc([N+](=O)[O-])c1O | 0 | -1.4 | 21 | -14 | 0.3 | -1.0 | -4 | . | 0.5
CCCSc1nc2c(cnn2-c2ccc(Cl)cc2)c(=O)[nH]1 | -1 | -4.1 | 6 | -2 | 0.7 | 0.5 | -6 | -9.1 | -0.6
O=C(COC(=O)/C=C/c1ccc(OC(F)F)cc1)NC1CCCCC1 | -2 | 0.7 | 9 | 0 | -1.9 | 1.0 | -5 | -0.1 | -0.9
O=C(COc1ccc(Br)cc1CO)Nc1ccc(F)cc1 | -2 | 3.4 | -3 | -3 | -0.5 | 1.7 | -5 | 4.5 | 0.0
O=C1CC(c2ccco2)c2ccc3ccccc3c2N1 (configuration not stated) | -2 | 1.5 | -4 | 3 | -1.2 | 1.4 | -15 | 0.6 | -3.2
CN(CC(=O)Nc1ccccc1Cl)C(=O)c1ccc(Cl)c(S(=O)(=O)N2CCCCCC2)c1 | -2 | -2.0 | 5 | 3 | -0.4 | -1.2 | -1 | 3.4 | 1.8
COc1ccc(NC(=O)CCc2ccc(OC)c(OC)c2)cn1 | 1 | 4.0 | 5 | -1 | 0.7 | -0.3 | -24 | 2.5 | -2.0
Cc1cccc(C(=O)NCCN2CCN(c3ccccc3)CC2)c1 | 1 | -3.4 | -5 | 2 | 0.5 | 0.9 | 18 | -0.2 | -0.4
O=C(COC(=O)c1ccccc1)c1ccc(Br)cc1 | 0 | -2.0 | -9 | -1 | -0.3 | 1.1 | -8 | -1.2 | -3.9
Cc1ccc2oc(=O)c3cnn(CC(=O)NCCc4ccsc4)c3c2c1 | -7 | 2.9 | 5 | -2 | 0.3 | -1.0 | 1 | -1.3 | -1.8
CCCCC1(Cc2ccc([N+](=O)[O-])cc2)C(=O)N(c2ccccc2)N(c2ccccc2)C1=O | -6 | -2.9 | -4 | 3 | -0.4 | 1.6 | -19 | -0.2 | -0.1
O=C(Nc1ccc(-c2nnc3n2CCCCC3)cc1)c1cnccn1 | 1 | . | 17 | -1 | -0.9 | 0.0 | -9 | 4.2 | 1.4
COC(=O)[C@H](CCSC)NC(=O)NCCC1=CCCCC1 | -1 | 0.7 | -4 | -1 | 0.5 | -0.5 | -2 | -0.8 | 0.1
CCCCCCc1cc2cc(S(=O)(=O)c3ccc(F)cc3)c(=O)oc2cc1O | 0 | 1.6 | 9 | 22 | 0.5 | 1.0 | -7 | 0.1 | -0.7
CCc1nc2ccc(C(=O)N(C)CCCN(C)C)cn2c1N(C)CCCc1ccccc1 | -4 | . | 4 | -3 | 0.4 | . | -3 | 9.7 | -1.4
O=C(Nc1ccc(NC(=O)C2CC2)nc1)c1ccccn1 | 0 | 0.1 | -1 | -3 | -0.4 | 0.3 | -1 | 1.6 | -1.3
